# Assay outcomes from PubChem.
# APOBEC3A inh – APOBEC3A ssDNA deaminase inhibitors, primary screen, selectivity assay for APOBEC3G inhibitor project, biochemical, FAM/TAMRA oligo cleavage fluorescence; actives 0.41% (n = 330,000); inhibition, % at 20 µM; recombinant A3A, FAM/TAMRA ssDNA deamination fluorescence; DNA dC->dU-editing enzyme APOBEC-3A (Homo sapiens), P31941;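 active = at least 40% inhibition at 20 µM here, with at most 30% in a related deaminase screen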;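 note: plate controls were A3A with DMSO for no effect and wells lacking A3A enzyme for full effect; some results filed as inactive read as strong as hits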
# mIAP inh – inhibitors of mouse IAP, primary screen, biochemical, luminescence, uHTS; actives 0.2% (n = 330,000); inhibition, % at 10 µM; intestinal alkaline phosphatase [Mus musculus]; AID 2806, 2010; purified mouse IAP, CDP-Star luminescence, 30 min;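 active = inhibition of at least 40% at 10 µM in the primary screen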;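 note: plate controls were DMSO with enzyme for no effect and no enzyme wells for full effect; values of inactives mirror those of a sister screen read the other way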
# TIM10 inh – growth inhibitors of isogenic TIM10 control yeast, primary screen, counter-screen for tim10-1 yeast inhibitor project, luminescence, uHTS | S. cerevisiae TIM10 strain growth, BacTiter-Glo luminescence, 24 h | inhibition, % at 10 µM | actives 1.4% (n = 330,000);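 active = inhibition of 40% or more at the single tested concentration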;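 note: wild-type TIM10 isogenic control strain grown at permissive 25 °C; 0% = DMSO yeast wells and 100% = minimal medium wells without yeast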
# A3G deaminase – APOBEC3G DNA deaminase inhibitors, primary screen, biochemical, fluorescence, single-stranded DNA substrate, uHTS; recombinant A3G, ssDNA deamination FAM/TAMRA fluorescence; inhibition, % at 20 µM; actives 0.28% (n = 330,000); AID 493012, 2011;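 active = inhibition of at least 40% at 20 µM, with no more than 30% in the related APOBEC3A deaminase screen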;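 note: plate controls were DMSO wells with A3G for no effect and wells lacking A3G enzyme for full effect; some compounds called inactive have numbers as strong as hits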
# Target sequence (Q9HC16 whole entry, looked up): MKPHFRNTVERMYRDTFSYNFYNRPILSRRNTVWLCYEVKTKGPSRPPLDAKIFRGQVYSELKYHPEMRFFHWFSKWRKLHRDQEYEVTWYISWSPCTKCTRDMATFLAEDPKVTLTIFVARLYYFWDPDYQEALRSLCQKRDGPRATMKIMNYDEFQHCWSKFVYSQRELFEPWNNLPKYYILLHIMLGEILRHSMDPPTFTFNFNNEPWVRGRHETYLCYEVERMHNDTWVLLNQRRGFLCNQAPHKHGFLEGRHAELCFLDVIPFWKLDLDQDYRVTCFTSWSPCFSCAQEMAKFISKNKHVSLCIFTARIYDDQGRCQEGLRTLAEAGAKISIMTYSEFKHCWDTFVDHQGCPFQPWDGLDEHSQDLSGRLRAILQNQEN
# mIAP activ – activators of mouse IAP, primary screen, biochemical, luminescence, uHTS. muIAP, CDP-Star luminescence, 30 min; active compounds read high; 1 = vehicle-only enzyme signal, 0 = enzyme-free wells. activation factor at 10 µM. actives 0.24% (n = 330,000). AID 2805, 2010;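 active = activation factor of at least 2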; note: the source names both 10 and 20 µM as test concentration; values of inactives mirror those of a sister screen read the other way
#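 System: Mouse IAP enzyme | Also added: CDP-Star substrate | Dosing: Compounds dispensed in DMSO | Schedule: 30 min enzyme-substrate-compound incubation at room temperature | Technique: Chemiluminescence readout | Control set: DMSO-only wells and no-enzyme negative control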
# MIN6 prolif – inducers of MIN6 beta-cell proliferation, primary screen, ATP luminescence, uHTS; proliferation, % at 10 µM; actives 0.29% (n = 330,000); MIN6 cells proliferation, ATPlite luminescence, 48 h; cells starved in 0.2% serum; 100% = growth in 10% serum;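 active = compounds whose signal lies at least 3.5 SD above the mean of all wells on their plate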;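 note: 0% = DMSO-treated cells in low-serum medium and 100% = 10% serum control; some compounds called inactive have numbers as strong as hits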
# tim10-1 inh – growth inhibitors of tim10-1 mutant yeast, primary screen, luminescence, uHTS. S. cerevisiae tim10-1 ts strain growth, BacTiter-Glo, 24 h. inhibition, % at 20 µM. actives 2.2% (n = 330,000);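 active = inhibition of at least 40%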;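 note: mutant grown at 25 °C; 0% = DMSO wells with yeast and 100% = wells holding no yeast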
# hIAP block – human IAP inhibitors, primary screen, biochemical, luminescence, uHTS; purified IAP, CDP-Star luminescence, 30 min; inhibition, % at 10 µM; actives 0.12% (n = 330,000);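 active = inhibition reaching a set limit with compound at 10 µM in the primary screen, cut at about 35% in these data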;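 note: plate controls were DMSO wells with enzyme for no effect and no-enzyme buffer wells for full effect; values of inactives mirror those of a sister screen read the other way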
# Target sequence (P09923 whole entry, looked up): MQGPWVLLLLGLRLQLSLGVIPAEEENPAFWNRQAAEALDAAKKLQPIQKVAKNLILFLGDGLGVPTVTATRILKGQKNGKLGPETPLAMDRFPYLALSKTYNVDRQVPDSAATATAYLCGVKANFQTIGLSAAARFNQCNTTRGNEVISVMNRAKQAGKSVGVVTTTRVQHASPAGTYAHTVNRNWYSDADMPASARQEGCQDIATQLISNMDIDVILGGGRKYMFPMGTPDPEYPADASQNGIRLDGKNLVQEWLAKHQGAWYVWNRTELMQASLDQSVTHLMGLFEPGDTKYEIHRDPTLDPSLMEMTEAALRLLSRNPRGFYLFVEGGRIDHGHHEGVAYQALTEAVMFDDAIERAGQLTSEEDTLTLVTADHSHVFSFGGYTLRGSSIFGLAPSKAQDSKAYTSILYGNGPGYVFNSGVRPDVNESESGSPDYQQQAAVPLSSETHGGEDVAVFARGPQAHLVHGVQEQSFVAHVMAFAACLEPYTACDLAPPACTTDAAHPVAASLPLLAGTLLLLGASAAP
# NALP3 yeast inh – NALP3 inflammasome inhibitors in reconstituted yeast, primary screen, luminescence, uHTS. Yeast reconstituted NLRP3/ASC/caspase-1, beta-gal luminescence, 24 h. inhibition, % at 10 µM. actives 0.39% (n = 330,000). AID 2825, 2010;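 active = inhibition of 50% or more; inactive = inhibition below 50%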;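 note: plate controls were induced DMSO wells for no effect and uninduced yeast grown without galactose for full effect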
# Numbers without * were called inactive. Only part of the results is shown; count on the stated rates, not on these rows.
SMILES,APOBEC3A inh,mIAP inh,TIM10 inh,A3G deaminase,mIAP activ,MIN6 prolif,tim10-1 inh,hIAP block,NALP3 yeast inh
Clc1ccc2sc(C3CCNCC3)nc2c1,-3,-6,5,-4,1.1,2,-10,-4,6
Cc1c(N=Nc2c(O)n(Cc3ccccc3)c(=O)[nH]c2=O)c(=O)n(-c2ccccc2)n1C,10,14,10,-8,0.86,-3,4,-18,16
CN(C)CCN(C(=O)COc1ccc(Cl)cc1)c1nc2cc3c(cc2s1)OCO3,-2,-2,-5,-2,1,0,-6,23,-2
CCC1C=CC=CC[C@H](C)[C@@H](O)[C@](C)(O)C(=O)[C@@H](C)[C@H](O)[C@@H](C)C(=O)[C@H](C)[C@@H](O)[C@H](C)C=CC(=O)OC2[C@@H](C)C(CC1)OC1(CC[C@@H](C)C(C[C@H](C)O)O1)[C@@H]2C (stereo partly drawn),3,12,13,-5,0.88,-8,31,-5,82*
Cc1ccccc1N1C(=O)CC(=O)N(c2ccccc2C)C1=O,-4,3,14,-8,0.97,-1,3,8,4
CC(=O)n1cc(C=C2C(=O)NC(=O)NC2=O)c2ccccc21,-6,11,-3,-4,0.89,-1,10,6,9
O=C(NC(Oc1ccccc1)C(Cl)(Cl)Cl)c1ccccc1 (stereo not drawn),1,7,18,-3,0.93,0,18,11,-12
Oc1ccc(CC2(N3CCCC3)CCCCC2)cc1,-2,2,-3,-8,0.98,0,5,-1,2
COc1ncccc1C(=O)NCC(CC(=O)O)c1ccccc1 (stereo not drawn),-4,-2,-11,-4,1,0,9,-12,-12
COc1cccc(CNCCc2ccc3c(c2)OCO3)c1OC,-1,10,-5,-8,0.9,-1,-15,-11,1
CN1CCN(Cc2nc3ccccc3n2C)CC1,-4,2,-13,-4,0.98,-3,7,-3,12
CCN1CCN(c2ccc(N)c(C)c2)CC1,7,15,-4,5,0.85,-3,-22,-2,2
O=c1[nH]c(=S)n(C2CC2)c(O)c1C=NCCN1CCOCC1,-4,3,-1,-10,0.97,5,-12,18,39
CSc1ccccc1C(=O)C1CCCN(Cc2cccc(C)n2)C1 (stereo not drawn),-5,-4,24,1,1,-2,25,-13,-2
C[C@]12CC[C@H](O)CC1=CCC1C2CC[C@]2(C)C(=O)[C@H](Br)CC12 (stereo partly drawn),0,-2,-18,-4,1,-6,-32,4,30
Cc1ccc2c(c1)CCCN2N=O,-4,2,0,-5,0.98,0,6,18,-4
c1cncc(CNCCc2ccc3c(c2)OCO3)c1,-9,-5,-5,-8,1,-2,-27,-2,15
CC1N=C(c2ccccc2Cl)c2cc(Br)ccc2NC1=O (stereo not drawn),2,5,0,-2,0.95,-2,24,4,13
CCN1C(=O)c2ccccc2Sc2ccc(C(=O)N3CCC4(CC3)OCCO4)cc21,0,0,12,0,1,1,11,-6,-7
N/C(=N/[N+](=O)[O-])N1CCN(C(=O)Oc2ccc([N+](=O)[O-])cc2)CC1,-8,2,12,-15,0.97,-3,34,-7,7

# Individual results from the entries so far.
# In NALP3 yeast inh, c1cncc(CNCCc2ccc3c(c2)OCO3)c1 reads 15
# In mIAP activ, O=c1[nH]c(=S)n(C2CC2)c(O)c1C=NCCN1CCOCC1 reads 0.97

# The listing continues:
SMILES,APOBEC3A inh,mIAP inh,TIM10 inh,A3G deaminase,mIAP activ,MIN6 prolif,tim10-1 inh,hIAP block,NALP3 yeast inh
CN(C)P1(N(C)C)=NC(C(F)(F)F)=NC(C(F)(F)F)=N1,2,5,-3,0,0.95,1,13,1,18
CCOP(=O)(Oc1ccccc1)c1c([N+](=O)[O-])cc(C(F)(F)F)cc1[N+](=O)[O-] (stereo not drawn),0,6,31,-8,0.94,-3,36,-14,21
COc1ccc(-n2c(O)c(C(C)=NCCN3CCNCC3)c(=O)[nH]c2=O)cc1,-1,14,13,-1,0.86,-1,-2,4,17
N#CC1=C(N)Oc2c(c(=O)sc3ccccc23)C1c1cccnc1 (stereo not drawn),5,10,-6,1,0.9,0,2,-1,6
COC(=O)C1=C(c2ccc(F)cc2F)C[C@@H]2CC[C@H]1N2C(=O)NCCCOC(C)C,-6,1,1,-7,0.99,1,9,15,11
Clc1ccc2c(c1)C(c1ccccc1Cl)=NCc1nnc(N3CCN(CCSc4ccccc4)CC3)n1-2,0,6,12,-1,0.94,-4,23,-14,18
CCCNC(=O)N1[C@H]2CC[C@@H]1C(C(=O)OC)=C(c1cccc(C#N)c1)C2,2,-4,1,-1,1,-1,-16,13,11
Cc1ccc(-n2c(O)c(C=NCc3ccco3)c(=O)[nH]c2=S)cc1C,1,29,19,0,0.71,2,14,-41,21
O=C(CN1CC=C(c2ccccc2)CC1)Nc1cc(Cl)ccc1Cl,0,-2,13,-6,1,-4,16,5,9
C=CCn1c(O)c(C(CC)=NCc2ccco2)c(=O)[nH]c1=O,-2,8,14,25,0.92,6.2*,8,12,12

# Part of the list above, limited to TIM10 inh, hIAP block and APOBEC3A inh.
Molecule,TIM10 inh,hIAP block,APOBEC3A inh
CN(C)P1(N(C)C)=NC(C(F)(F)F)=NC(C(F)(F)F)=N1,-3,1,2
CCOP(=O)(Oc1ccccc1)c1c([N+](=O)[O-])cc(C(F)(F)F)cc1[N+](=O)[O-] (stereo not drawn),31,-14,0
COc1ccc(-n2c(O)c(C(C)=NCCN3CCNCC3)c(=O)[nH]c2=O)cc1,13,4,-1
N#CC1=C(N)Oc2c(c(=O)sc3ccccc23)C1c1cccnc1 (stereo not drawn),-6,-1,5
COC(=O)C1=C(c2ccc(F)cc2F)C[C@@H]2CC[C@H]1N2C(=O)NCCCOC(C)C,1,15,-6
Clc1ccc2c(c1)C(c1ccccc1Cl)=NCc1nnc(N3CCN(CCSc4ccccc4)CC3)n1-2,12,-14,0
CCCNC(=O)N1[C@H]2CC[C@@H]1C(C(=O)OC)=C(c1cccc(C#N)c1)C2,1,13,2

# Later entries.
SMILES,APOBEC3A inh,mIAP inh,TIM10 inh,A3G deaminase,mIAP activ,MIN6 prolif,tim10-1 inh,hIAP block,NALP3 yeast inh
COc1cc2c(c(OC)c1)C(=O)OC(C)CCCC(=O)CCCCC2 (stereo not drawn),-2,8,29,-2,0.92,1,27,6,-47
CC(c1ccc(F)cc1)n1cc(C(=O)NCc2ccc3c(c2)OCO3)nn1 (stereo not drawn),-1,-1,-42,-4,1,-2,-5,-14,2
O=c1c2ccccc2nc(/C=C/c2ccccc2O)n1-c1ccccc1O,-1,10,5,-8,0.9,-4,24,-6,22
N=c1n(CCO)c2ccccc2n1Cc1ccccc1,1,-10,6,-3,1.1,2,-8,13,3
CCN(CC)c1ccc(N=Cc2c(O)n(-c3ccc(OC)cc3)c(=O)[nH]c2=O)cc1,-6,-6,9,-9,1.1,0,11,-10,32
CCN1C(=O)NC(=O)/C(=C\c2cn(CC(=O)N3CCCC3)c3ccccc23)C1=O,-7,13,-17,25,0.87,0,11,-2,-8
COc1ccc(S(=O)(=O)NCc2ccc(C(=O)N3CCC4(CC3)OCCO4)cc2)cc1,-1,-1,-7,-3,1,-2,3,0,4
CCCNC(=O)N1[C@H]2CC[C@@H]1C(C(=O)OC)=C(c1ccc(S(C)(=O)=O)cc1)C2,-5,-7,-9,-11,1.1,4,-18,1,10
O=c1oc2ccccc2c(O)c1[C@H]1c2ccc(O)cc2Oc2c1c(=O)oc1ccccc21,0,-3,69*,-4,1,-6,53*,12,79*
CC1CC(OC(=O)c2ccccc2)(c2ccccc2)C(C)CN1C (stereo not drawn),-2,-3,6,-7,1,-2,5,4,14
C/C(=C\c1ccc(N(C)C)cc1)[N+](=O)[O-],1,12,2,-2,0.88,-6,11,7,26
COc1ccc(NC(=O)N2C[C@@H]3C[C@@H](C2)c2cccc(=O)n2C3)cc1,-2,3,3,3,0.97,0,-10,6,-3
COC(=O)C1=C(N)Oc2c(c(=O)oc3ccccc23)[C@]12C(=O)N(C)c1ccccc12,-1,0,12,-6,1,2,6,-14,8
CCN(CC)P(=O)(NC(=O)C(Cl)(Cl)Cl)N(CC)CC.[Cl-].[Cl-].[Cl-].[Nd+3],16,0,-17,17,1,-1,31,-3,5
Cn1cccc1CN1CCN(C(=O)COc2ccccc2)CC1,-2,2,-6,-6,0.98,2,-5,6,0
CC1=C(C(=O)O)N2C(=O)[C@@H](NC(=O)CCCC(=O)O)[C@H]2SC1,-3,8,4,-6,0.92,0,3,3,-6
CCOC(=O)C1C(=O)N(C)C2(C)CC1c1ccccc1O2 (stereo not drawn),1,0,8,-1,1,-4,6,2,3
Cc1onc(-c2ccccc2)c1C(=O)N1CCC2(CC1)OCCO2,2,8,-5,-6,0.92,-3,15,8,3
COc1ccc(OC)c(/C=N/OC(=O)Nc2ccc(Cl)cc2)c1,-3,-5,24,-10,1,2,31,-3,16
COC(=O)C1=C(c2ccc(S(C)(=O)=O)cc2)C[C@@H]2CC[C@H]1N2C(=O)N1CCC(C)CC1,0,-3,13,-7,1,-5,18,14,2
CN1[C@@H]2CC[C@H]1CC(OC(=O)C1C=Nc3ccccc31)C2 (stereo partly drawn),-4,8,6,0,0.92,1,0,4,10
CCCN(CCC)C(=O)Cc1c(-c2ccc(Cl)cc2)nc2c(Cl)cc(Cl)cn12,6,-9,10,2,1.1,-5,20,-7,24
C=CCN1C(=O)c2ccccc2Sc2ccc(C(=O)N3CCC4(CC3)OCCO4)cc21,1,2,19,-4,0.98,-3,20,-2,6
Cc1c(C(=O)N2CCC3(CC2)OCCO3)sc2ncnc(N(C)c3ccccc3)c12,-4,2,7,5,0.97,-1,28,15,3
COC(=O)C1=C(c2ccc(S(C)(=O)=O)cc2)C[C@@H]2CC[C@H]1N2C(=O)NCc1ccc(F)cc1,19,-6,9,-7,1.1,-1,0,12,13
CC(C)C(=O)c1cn(Cc2ccc(C#N)cc2)c2ccccc12,3,-10,41*,3,1.1,-1,25,3,-17
Cc1ccc2c(c1)N(C(=O)CCC(=O)N1CCC3(CC1)OCCO3)CC(C)O2 (stereo not drawn),-8,0,-1,-9,1,3,20,-15,11
CCC(=O)N1CCN(CCN=Cc2c(O)n(C)c(=O)n(C)c2=O)CC1,-2,-10,1,-7,1.1,2,-28,-13,37
CCOP(=O)(OCC)C(NC(=O)c1ccccc1Cl)=C(Cl)Cl,-7,-15,-3,-11,1.2,0,20,-10,14
O=C1NC(=O)N(c2ccccc2)C(=O)/C1=C/c1ccc2c(c1)Cc1ccccc1-2,-5,6,10,-8,0.94,-2,12,-11,13
BrCC(Br)C1CCC(Br)C(Br)C1 (stereo not drawn),1,-2,9,10,1,3,-1,-13,-14
COC(=O)C1=C(c2ccc(OC)c(OC)c2)C[C@@H]2CC[C@H]1N2C(=O)NCC1CC1,-1,-3,1,-10,1,5,2,10,6
